CBFb-RUNX1 inh: inhibitors of human CBF-beta and RUNX1 interaction; AlphaScreen CBFb-His/RUNX1-biotin binding, biochemical; Potency, µM (series often up to 59.8 µM), for the others: top-dose activity, negative = inhibition, most hits filed as inhibitors; 230,000 tested, under 10 active; Q01196+Q13951; also: % of control where 0% means no effect
Target sequence (Q01196 whole entry, looked up): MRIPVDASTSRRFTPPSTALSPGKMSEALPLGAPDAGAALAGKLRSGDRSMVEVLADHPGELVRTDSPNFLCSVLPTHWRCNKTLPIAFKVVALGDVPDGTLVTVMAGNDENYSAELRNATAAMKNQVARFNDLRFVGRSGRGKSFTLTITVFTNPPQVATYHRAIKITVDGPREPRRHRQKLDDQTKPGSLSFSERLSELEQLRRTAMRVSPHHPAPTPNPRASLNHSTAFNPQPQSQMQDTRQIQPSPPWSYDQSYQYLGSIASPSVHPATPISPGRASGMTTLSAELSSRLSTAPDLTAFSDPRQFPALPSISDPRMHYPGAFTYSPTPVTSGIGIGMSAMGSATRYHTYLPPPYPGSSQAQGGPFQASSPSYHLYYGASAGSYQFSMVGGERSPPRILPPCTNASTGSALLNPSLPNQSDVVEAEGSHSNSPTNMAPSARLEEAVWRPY
Target sequence (Q13951 whole entry, looked up): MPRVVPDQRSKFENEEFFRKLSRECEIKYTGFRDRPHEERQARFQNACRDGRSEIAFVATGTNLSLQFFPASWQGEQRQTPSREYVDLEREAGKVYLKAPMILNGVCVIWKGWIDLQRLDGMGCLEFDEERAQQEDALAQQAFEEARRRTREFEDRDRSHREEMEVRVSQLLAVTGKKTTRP
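Inhibition was taken as any reduction in AlphaScreen signal from the CBF-beta–RUNX1 pair (His and biotin tags, 30 nM each), measured after compound (15 min) and bead (90 min) incubations at room temperature.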
NPSR antag: neuropeptide S receptor (human) antagonism, cAMP; CHO-NPSR cells, cAMP TR-FRET, antagonist mode; AID 1461; actives 1% (n = 220,000); Q6W5P4; Potency, µM (doses to about 38.3 µM), for inactives: at the highest dose activity change, negative = inhibition, hits mostly inhibitors; also: potency is read from the fitted curve at half-maximal effect; % is scaled to controls: 0 for no effect and ±100 for the full control effect; nearly all actives have a fitted effect of over 50% in size; many of its hits are not listed in these tables
Target sequence (Q6W5P4 whole entry, looked up): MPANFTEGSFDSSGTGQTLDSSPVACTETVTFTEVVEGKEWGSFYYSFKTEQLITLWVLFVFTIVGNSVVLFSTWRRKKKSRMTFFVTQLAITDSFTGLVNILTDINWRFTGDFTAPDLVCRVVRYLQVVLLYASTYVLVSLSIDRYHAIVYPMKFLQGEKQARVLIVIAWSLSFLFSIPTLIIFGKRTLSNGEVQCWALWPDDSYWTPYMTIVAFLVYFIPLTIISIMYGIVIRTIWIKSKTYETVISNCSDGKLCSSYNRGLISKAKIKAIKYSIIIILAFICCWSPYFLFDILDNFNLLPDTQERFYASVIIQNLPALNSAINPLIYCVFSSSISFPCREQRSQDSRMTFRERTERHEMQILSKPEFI
IMPase Li cell: cell-permeable IMPase inhibitors with lithium potentiation | Potency, µM (titrated, usually from 59.4 µM), inactives show top-dose activity, negative = IMPase inhibition, most hits filed as inhibitors | CHO-M1 cells, IP1 TR-FRET (IP-One), carbachol + lithium | actives 0.35% (n = 210,000) | AID 1457;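 also: IP1 builds up when IMPase is blocked and the TR-FRET signal falls; potency is read from the fitted curve at half-maximal effect; plate controls were basal vehicle for no effect and high inhibitor control for full effect; nearly all actives have a fitted effect of over 50% in size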
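Readout is a homogeneous TR-FRET IP1 immunoassay (Ex 320, Em 665 and 620), where raised cytosolic IP1 lowers signal. Cells were CHO-M1 treated 30 min at 37C with test compounds plus a little lithium; AC50 values came from Hill-equation fitting.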
KinaseGlo FLuc: Kinase-Glo luciferase inhibition (counter-screen). Potency, µM (highest dose often 38.3 µM), without a hit: top-dose activity change, negative = inhibition, actives largely listed as inhibitors. Q27757. actives 0.28% (n = 200,000). AID 1379. Kinase-Glo luciferase, ATP luminescence, 8 min; also: potency is read from the fitted curve at half-maximal effect; % is scaled to controls: 0 for no effect and ±100 for the full control effect; nearly all actives have a fitted effect of over 60% in size
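Kinase-Glo luciferase light output from ATP and luciferin was measured with 10 uM ATP, within the enzyme's linear range. Buffer: 50 mM imidazole pH 7.2, 50 mM KCl, 7 mM MgCl2, 0.01% Tween 20, 0.05% BSA; luminescence read after 8 min at ambient temperature.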
HTT aggregate: reduces HttQ103-GFP aggregates in PC12 cells; PC12 HttQ103-GFP aggregates, Acumen cytometry, 40 h; Potency, µM (doses to about 46.1 µM), for the others: at the highest dose activity change, negative = inhibition, hits mostly inhibitors; actives 1.1% (n = 220,000); AID 1688; also: potency is read from the fitted curve at half-maximal effect; % is scaled to controls: 0 for no effect and ±100 for the full control effect; nearly all actives have a fitted effect of over 60% in size
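Aggregates are detected as GFP objects 1–25 µm with signal 6 STDEV over background in lysates of induced PC12 cells. These carry Huntingtin exon 1 with 103 glutamines fused to GFP under an ecdysone promoter; compounds titrated.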
Epigenetic derep: regulators of epigenetic silencing causing reporter derepression in mouse cells; Potency, µM (doses to about 53.9 µM), without a hit: at the top dose GFP activation, usual class: activators; murine LDR cells, GFP reporter derepression, 30 h; AID 1865; actives 0.2% (n = 280,000); also: potency is read from the fitted curve at half-maximal effect; % of control where 0% means no effect; nearly all actives have a fitted effect of over 60% in size
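Murine LDR cells carrying a silenced, genomically integrated CMV-driven GFP reporter were exposed to compound for 30 hours at 37 C. After PBS washes, GFP-positive cells (20–120 um objects) were counted by laser-scanning microplate cytometry.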
L3MBTL1 inh: L3MBTL1 (human) inhibition; Potency, µM (titrated, usually from 57.1 µM), without a hit: top-dose activity, negative = inhibition, actives largely listed as inhibitors; Q9Y468; AlphaScreen L3MBTL1–H3K9me1 peptide binding; actives 0.66% (n = 230,000); also: potency is read from the fitted curve at half-maximal effect; % is scaled to controls: 0 for no effect and ±100 for the full control effect; nearly all actives have a fitted effect of over 60% in size
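AlphaScreen assay: L3MBTL1 (50 nM final) was preincubated 30 min at room temperature with biotinylated H3(1-15)K9me1 peptide (75 nM final), then 30 min with library compounds; streptavidin donor and nickel chelate acceptor beads (10 ug/mL final) added, 30 min dark.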
An asterisk follows results filed as active; ? = inconclusive; / = not tested or not shown; [ ] = dose if it differs, or a comment. Calls follow the shape of the dose curve; as a rule, active = well fitted curve in the direction sought with a large enough effect; inconclusive = small, poorly fitted or top-dose-only effect, or another doubt; inactive = no such curve, though single readings can be large; an effect the other way counts as inactive or inconclusive. The list is partial; the hit share may differ from the screen's.

[1] O=C(NNc1cccc(Cl)n1)Nc1ccc(Cl)cc1
[2] Cc1ccc(CNC(=O)CN(c2cccc([N+](=O)[O-])c2)S(C)(=O)=O)cc1
[3] COc1ccc(N2C(=O)CCC(C(=O)Nc3cccc(C)n3)C2c2ccc(OC)c(OC)c2)cc1 (stereo unspecified)
[4] CCc1cccc(CC)c1NC(=S)NCCc1c(C)[nH]c2ccc(C)cc12
[5] COc1cccc(NC(=O)CN(c2ccc3c(c2)OCO3)S(C)(=O)=O)c1
[6] CC(C)(C)OC(=O)N1CCCN(C(=O)Nc2ccc(C(F)(F)F)cc2)CC1
[7] COc1cccc2cc(C(=O)N(C)C3CCN(C)CC3)c(=O)oc12
[8] COc1ccccc1CNC(=O)N/C=C/c1ccc(Cl)cc1
Screen / compound no.,1,2,3,4,5,6,7,8
CBFb-RUNX1 inh,3%,3%,8%,9%[2.36 µM],8%,10%,4%,2%
NPSR antag,-6%[46.1 µM],9%,?,-17%,14%,-21%,-3%[46.1 µM],-19%
IMPase Li cell,-5%[38.3 µM],-7%,11%[38.3 µM],17%,16%,/,-5%[38.3 µM],-2%
KinaseGlo FLuc,2%,/,2%,-1%,-3%,/,-4%,-4%
HTT aggregate,-3%,10%[9.22 µM],-20%,6.3µM*,16%[9.22 µM],0%[9.22 µM],15%[9.22 µM],-15%
Epigenetic derep,0.0%,1.1%,0.9%,6.0%,2.0%,-1.0%,1.2%,-0.2%
L3MBTL1 inh,6%,2%,0%[11.4 µM],-21%,-10%,5%,-9%,5%

[9] COCCCn1cn[nH]c1=S
[10] O=C(c1ccc2nc[nH]c2c1)N1CCc2ccccc2C1
[11] CCOc1cc2[nH]c(=O)n(Cc3ccc(C(=O)NCCOC)cc3)c(=O)c2cc1OCC
[12] COc1cc(C2Nc3ccccc3C(=O)N2c2ccc3c(c2)OCCO3)ccc1OCC(C)C (stereo unspecified)
[13] COc1ccc(N=CC2=C(O)c3ccccc3C2=O)cc1
[14] O=C(NCCN1CCN(Cc2ccc([N+](=O)[O-])cc2)CC1)C(=O)Nc1ccccc1
[15] CC1CCCCN1S(=O)(=O)c1ccccc1[N+](=O)[O-] (stereo unspecified)
[16] Cc1cc(C)c2nc(-c3ccccn3)cc(C(=O)Nn3cnnc3)c2c1
Screen / compound no.,9,10,11,12,13,14,15,16
CBFb-RUNX1 inh,5%,1%,-4%,4%,-2%,15%,-9%,10%
NPSR antag,14%,11%,-3%[46.1 µM],-29%[46.1 µM],-7%[46.1 µM],-2%[46.1 µM],9%,-1%
IMPase Li cell,-9%,-6%,7%,-8%[38.3 µM],27%[38.3 µM],5%,3%,3%
KinaseGlo FLuc,/,5%,3%,0%,4.5µM*,-2%,-3%,0%
HTT aggregate,7%,24%,-2%,-8%,4%,8%,-2%,31%
Epigenetic derep,-0.3%,1.1%,0.0%,0.0%,-0.2%,-1.1%,-3.0%,0.9%
L3MBTL1 inh,/,/,5%,/,/,?,0%,6%

[17] O=C(CNC(=O)c1ccco1)NCC(=O)OCc1ccccc1Br
[18] OC1CNCc2cc3c(cc21)OCCO3 (stereo unspecified)
[19] COc1ccc(-n2nc([N+](=O)[O-])c(=NCc3cccnc3)n2O)cc1
[20] CCOC(=O)CCc1c(C)c2ccc(OCc3nn[nH]n3)c(C)c2oc1=O
[21] O=C(COC(=O)CSc1cccc2cccc(Cl)c12)Nc1ncc(C(F)(F)F)cc1Cl
[22] COCCNC(=O)/C(C#N)=C/c1ccc(OCC(=O)NC2CCCCC2)cc1
[23] Cc1ccccc1C(=O)O/N=C(\c1ccccc1)c1ccccn1
[24] CCOC(=O)C1CCN(c2ncnc3c2oc2ccc(Cl)cc23)CC1
Screen / compound no.,17,18,19,20,21,22,23,24
CBFb-RUNX1 inh,3%,7%,-1%,6%,-1%,-5%,?,14%
NPSR antag,1%[46.1 µM],-2%[46.1 µM],3%,-5%[46.1 µM],-43%,-8%,-32%,-14%[46.1 µM]
IMPase Li cell,-22%[38.3 µM],8%[38.3 µM],1%,/,-5%,0%,9%,5%[38.3 µM]
KinaseGlo FLuc,-3%,0%,1%,/,-2%,1%,-3%,-2%
HTT aggregate,13%,-10%,-5%,-6%,-14%,-6%,-1%,11%
Epigenetic derep,1.0%,-1.1%,?,-3.5%,-1.0%,-1.5%,0.0%,-0.7%
L3MBTL1 inh,-9%,1%,13%,5%,?,-7%,3%,9%

[25] Cc1c(CCO)c(=O)n(-c2ccccc2)n1S(=O)(=O)c1ccc(Cl)cc1
[26] CCOc1ccc(S(=O)(=O)n2nnc3ccccc32)cc1C(C)C
[27] CCOc1ccc(-c2nnc3ccc(SCC(=O)NCc4ccco4)nn23)cc1
[28] COc1ccc(NC(=O)NCc2ccncc2)cc1
[29] COc1ccc(NC(=O)C(=O)NCCN2CCN(C(=O)C(c3ccccc3)c3ccccc3)CC2)cc1
[30] Cc1ccc(NC(=O)Nc2ccccc2C(N)=O)cc1
[31] COc1ccc(CCN(Cc2cccs2)S(=O)(=O)c2ccc(S(=O)(=O)N3CCC(C)CC3)cc2)cc1OC
[32] COC(=O)C/C(C)=N/Nc1ccc(S(=O)(=O)N2CCCC2)cc1[N+](=O)[O-]
Screen / compound no.,25,26,27,28,29,30,31,32
CBFb-RUNX1 inh,5%,5%,3%,-4%,-3%,5%,8%,-28%
NPSR antag,-10%[46.1 µM],?,-9%[46.1 µM],5%[46.1 µM],-16%[46.1 µM],17%,8%,8%
IMPase Li cell,13%[38.3 µM],19%[38.3 µM],-5%[38.3 µM],17%[38.3 µM],2%[38.3 µM],/,7%,8%
KinaseGlo FLuc,-2%,0%,-3%,-2%,-4%,/,-1%,2%
HTT aggregate,11%,-10%,8%,17%,-6%,13%[9.22 µM],-7%,13%
Epigenetic derep,-3.5%,0.0%,-1.3%,-1.1%,0.0%,3.2%,3.8%,-1.0%
L3MBTL1 inh,/,10%,-2%,1%,2%,-1%,4%,-11%

[33] COCCN(C(=O)CC1C(=O)NCCN1Cc1ccc(-c2ccccc2)cc1)C(C)C (stereo unspecified)
[34] COc1ccc(CCNc2oc(COc3ccccc3Cl)nc2C#N)cc1OC
[35] Cc1cc(=O)oc2cc3c(cc12)OCCN3
[36] O=C(O)CCc1nnc(SCC(=O)Nc2ccc(Cl)c(C(F)(F)F)c2)[nH]c1=O
[37] CCN(CC)S(=O)(=O)c1ccc(OC)nc1
[38] COC(=O)C1=C(C(=O)OC)[C@@H]2N(C)c3ccc(OC)cc3[C@@]23C[C@@H](C(=O)OC)N(S(=O)(=O)c2ccc(C#N)cc2)C3=N1
[39] COCCCNC(=O)Cn1cc(/C=C(\C#N)C(=O)N2CCN(c3ccccc3)CC2)c2ccccc21
[40] Cn1c(=O)cc(OCCCC(=O)Nc2ccc3c(c2)OCCO3)c2ccccc21
Screen / compound no.,33,34,35,36,37,38,39,40
CBFb-RUNX1 inh,3%,-18%,-3%,4%,3%,-1%[13.1 µM],-4%,5%
NPSR antag,16%,-29%[46.1 µM],-3%[46.1 µM],7%,-14%[46.1 µM],/,11%,0%[46.1 µM]
IMPase Li cell,6%,16%,?,-2%,-9%[38.3 µM],2%,5%,-11%
KinaseGlo FLuc,-6%,0%,0%,3%,1%,-3%[7.66 µM],1%,-2%
HTT aggregate,2%[9.22 µM],?,-5%,21%,-2%,/,2%,11%
Epigenetic derep,-4.1%,-1.0%,-0.2%,-0.1%,-0.1%,/,2.2%,-1.1%
L3MBTL1 inh,-10%,20%,8%,-3%,-10%,/,-9%,-13%

HTT aggregate, entries above that show a hit.
nr | Compound | CBFb-RUNX1 inh | NPSR antag | IMPase Li cell | HTT aggregate | Epigenetic derep | L3MBTL1 inh
4 | CCc1cccc(CC)c1NC(=S)NCCc1c(C)[nH]c2ccc(C)cc12 | 9%[2.36 µM] | -17% | 17% | 6.3µM* | 6.0% | -21%

Three compounds from above, arranged by their value in NPSR antag, high to low:
item | mol | CBFb-RUNX1 inh | NPSR antag | IMPase Li cell | HTT aggregate | Epigenetic derep | L3MBTL1 inh
33 | COCCN(C(=O)CC1C(=O)NCCN1Cc1ccc(-c2ccccc2)cc1)C(C)C (stereo unspecified) | 3% | 16% | 6% | 2%[9.22 µM] | -4.1% | -10%
39 | COCCCNC(=O)Cn1cc(/C=C(\C#N)C(=O)N2CCN(c3ccccc3)CC2)c2ccccc21 | -4% | 11% | 5% | 2% | 2.2% | -9%
36 | O=C(O)CCc1nnc(SCC(=O)Nc2ccc(Cl)c(C(F)(F)F)c2)[nH]c1=O | 4% | 7% | -2% | 21% | -0.1% | -3%

Next section
[41] CNC(=O)n1ccc(C(=O)N2CCCCC2)n1
[42] O=C1NC(=Nc2ccccc2)S/C1=C\c1cccn1-c1ccccc1
[43] COc1ccc(NC(=S)N2CCN(C/C=C/c3ccccc3)CC2)cc1OC
[44] CCCNC(=O)OC[C@H]1O[C@H](CCO/N=C(\C)CCN2CCc3nc(-c4ccccc4)c(-c4ccccc4)cc3C2)C=C[C@@H]1Oc1ccc(OC)cc1
[45] CC1=CC(C)(C)C(C(=O)O)C(C(=O)O)C1 (stereo unspecified)
[46] COc1ccc(CCNC(=O)CNC(=O)Cn2ccc3ccccc3c2=O)cc1OC
[47] COc1ccccc1Nc1nc(-c2ccccc2)nc2ccccc12
[48] CCCc1cc(C(=O)N/N=C/c2ccc(CC)s2)c2ccccc2n1
[49] Cc1ccc(CN2CCNC(=O)C2CC(=O)N2CCN(c3ncccn3)CC2)o1 (stereo unspecified)
[50] CS(=O)(=O)N(CC(=O)N1CCCCCC1)c1ccc(Br)cc1
[51] O=C(c1ccco1)N1CCN(S(=O)(=O)c2cccs2)CC1
Screen / compound no.,41,42,43,44,45,46,47,48,49,50,51
CBFb-RUNX1 inh,0%,-24%,-8%,-12%,-1%,6%,?,-5%,-1%,4%,5%
NPSR antag,-3%[46.1 µM],-2%[46.1 µM],-15%[46.1 µM],-39%,-3%[46.1 µM],4%,-21%,?,14%,-8%[46.1 µM],-4%[46.1 µM]
IMPase Li cell,8%[38.3 µM],33%[activator][38.3 µM],0%[38.3 µM],17%,-5%[38.3 µM],/,8%,3%[38.3 µM],4%,10%,-1%[38.3 µM]
KinaseGlo FLuc,1%,-2%,-1%,-1%,-1%,/,0%,-4%,0%,1%,1%
HTT aggregate,0%,16%,-6%,-23%,-5%,-18%[9.22 µM],4%,-15%,/,-10%,-14%
Epigenetic derep,-1.0%,2.1%,0.9%,0.3%,0.1%,1.5%,-1.8%,2.9%,0.0%,-2.2%,-2.8%
L3MBTL1 inh,/,/,-9%,-1%,1%,/,99%[activator],5%,3%,11%,/

Compound activity from PubChem BioAssay.
